# Screening results: PubChem, Broad Institute
# PvdQ acylase – P. aeruginosa PvdQ acylase inhibitors, primary screen, biochemical, fluorescence, plate reader and imaging, single point; purified PvdQ acylase; inhibition, % at 10 µM; 0.063% of 340,000 active; AID 488965, 2010; in the data active = inhibition above about 30%, passing the limit was not always enough;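 also: 0% = vehicle neutral wells and 100% = reference inhibitor wells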
# Rtt109 Vps75 – inhibitors of C. albicans Rtt109/Vps75 HAT, primary screen, biochemical, ThioGlo CoA-SH fluorescence, plate reader; Histone acetyltransferase RTT109 (Candida albicans (strain SC5314 / ATCC MYA-2876)), …; purified Rtt109/Vps75, 4 h; inhibition, % at 34.9 µM; 0.16% of 330,000 active;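 active = inhibition of at least 50% in every replicate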
# SR-BI DiI-HDL act – activators of SR-BI mediated DiI-HDL uptake, primary screen, ldlA[mSR-BI] CHO cells, DiI fluorescence. 3 h; 100 = double the neutral-control signal. activation, % at 12.5 µM. 0.096% of 320,000 active;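 active = mean replicate activation of at least 60% and every replicate at or above 60%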;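 also: 0% = median plate neutral-control signal and 100% = twice that signal; values of inactives mirror those of a sister screen read the other way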
#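 Assay system: LDL receptor-deficient CHO ldlA cells overexpressing murine SR-BI / Medium: BSA-supplemented, HEPES-buffered Ham's F12, pH 7.4 / Probe or stimulus: DiI-labelled HDL at 10 µg/mL final / Timing: compound with DiI-HDL co-incubation, 3 h at 37 °C / Technique: bottom-read cell fluorescence after medium removal, ex 550/em 595 nm / Measure: HDL uptake via cellular fluorescence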
# SR-BI HDL uptake – inhibitors of SR-BI mediated HDL lipid uptake, primary screen, ldlA[mSR-BI] cells, fluorescence, single point. Scavenger receptor class B member 1 (Mus musculus), Q61009. ldlA[mSR-BI] CHO cells, DiI-HDL uptake fluorescence, 3 h. inhibition, % at 12.5 µM. 0.96% of 320,000 active. AID 488896, 2010;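 active = mean replicate inhibition of at least 70% and a set share of replicates each scoring 70 or more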;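 also: 0% = median of neutral control wells and 100% = median of positive control wells; values of inactives mirror those of a sister screen read the other way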
# Target sequence (Q61009 whole entry, looked up): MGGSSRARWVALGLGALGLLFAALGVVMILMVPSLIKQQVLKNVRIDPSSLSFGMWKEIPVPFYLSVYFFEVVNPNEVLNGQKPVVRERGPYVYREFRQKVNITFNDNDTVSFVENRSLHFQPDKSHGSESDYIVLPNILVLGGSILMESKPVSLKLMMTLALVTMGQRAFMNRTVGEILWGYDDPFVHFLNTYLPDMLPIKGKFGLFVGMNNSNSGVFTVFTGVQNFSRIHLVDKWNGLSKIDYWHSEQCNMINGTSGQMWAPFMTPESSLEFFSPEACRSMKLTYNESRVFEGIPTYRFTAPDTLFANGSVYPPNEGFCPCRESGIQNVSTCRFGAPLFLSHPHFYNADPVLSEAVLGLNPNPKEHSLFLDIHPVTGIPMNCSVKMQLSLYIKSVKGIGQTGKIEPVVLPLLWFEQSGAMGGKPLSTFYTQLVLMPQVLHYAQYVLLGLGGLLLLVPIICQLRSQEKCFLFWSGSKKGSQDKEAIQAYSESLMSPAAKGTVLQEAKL
# CAL PDZ FP-1 – untagged CAL PDZ binding inhibitors, primary screen, biochemical, fluorescence polarization, HTS. Golgi-associated PDZ and coiled-coil motif-containing protein (Homo sapiens), Q9HD26. purified CAL PDZ, TMR-peptide fluorescence polarization, 1 h. inhibition, % at 24.9 µM. 0.92% of 300,000 active. AID 602252, 2012;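 active = mean inhibition of at least 30% with at least half of replicates also reaching 30%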;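 also: 0% = DMSO neutral control and 100% = excess unlabeled competitor peptide PRC23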
# PfHsp90 yeast 2 – growth inhibition of PfHsp90-expressing yeast, primary screen, antimalarial PfHsp90 inhibitor project, S. cerevisiae, BacTiter-Glo luminescence, single point, set 2. BacTiter-Glo ATP, 48 h; yeast lacking PDR1 and PDR3 efflux regulators. inhibition, % at 9.4 µM. 0.32% of 310,000 active. AID 504621, 2011;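 active = every replicate shows inhibition above about 80%, whatever the replicate mean, limit read from the data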;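 also: 0% = DMSO neutral controls and 100% = 20 µM radicicol positive controls; yeast relying on Plasmodium falciparum Hsp90 in place of its own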
# MITF act – activators of MITF-driven TRPM1 promoter reporter, primary screen, cell-based, SK-MEL-5, luciferase, single point | 0.75% of 300,000 active | activation, % at 12.5 µM | SK-MEL-5 TRPM1-promoter luciferase, 24 h; % of positive control, neutral wells = 0 | AID 588334, 2011;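 active = mean activation of at least 80% with every replicate also reaching 80%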;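 also: 0% = neutral control wells and 100% = parthenolide positive control wells; values of inactives mirror those of a sister screen read the other way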
# dFosB activator – activators of delta FosB homodimer, primary screen, biochemical, fluorescence polarization, TAMRA-CDK5 oligo, single point; Protein FosB (Mus musculus), P13346; purified delta FosB; percent of positive-control signal above neutral wells; activation, % at 25 µM; 0.99% of 340,000 active; AID 493131, 2011;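 active = mean activation above about 17%, with every replicate also reaching it, limit read from the data, passing the limit was not always enough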;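 also: fluorescence polarization rise as delta FosB binds a TAMRA Cdk5 AP-1 oligo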
# Target sequence (P13346 whole entry, looked up): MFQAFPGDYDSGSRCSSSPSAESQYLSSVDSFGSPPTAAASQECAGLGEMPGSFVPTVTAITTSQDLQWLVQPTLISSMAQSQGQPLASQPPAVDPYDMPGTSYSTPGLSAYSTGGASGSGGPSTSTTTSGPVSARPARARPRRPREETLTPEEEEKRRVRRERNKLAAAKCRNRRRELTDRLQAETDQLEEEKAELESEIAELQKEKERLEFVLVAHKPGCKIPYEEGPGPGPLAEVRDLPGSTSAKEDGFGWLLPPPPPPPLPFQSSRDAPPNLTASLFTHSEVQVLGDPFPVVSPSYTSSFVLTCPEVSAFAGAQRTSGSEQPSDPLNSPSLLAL
# CAL PDZ FP-2 – CAL PDZ peptide-binding inhibitors, primary screen, biochemical, fluorescence polarization, Cer-tagged CAL PDZ, HTS | Golgi-associated PDZ and coiled-coil motif-containing protein (Homo sapiens), Q9HD26 | purified CAL PDZ, TMR-peptide fluorescence polarization, 1 h | inhibition, % at 20 µM | 0.02% of 330,000 active | AID 504414, 2011;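 active = highest replicate inhibition of at least 40%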;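 also: plate controls were DMSO neutral control wells for no effect and unlabeled competitor peptide control wells for full effect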
#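 Material – purified CerCALP PDZ construct · Detection – FP readout, S and P plane fluorescence · Measure – percent inhibition from loss of millipolarization · Controls – unlabelled peptide for full inhibition, DMSO wells as neutral · Probe or stimulus – TMR-labelled reporter peptide T*-PRC34 bound in PDZ groove · Times – 1 h at RT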
# NSD2 HMT inh – NSD2 histone methyltransferase inhibitors, primary screen, biochemical, AlphaScreen, single concentration, set 2 | 0.54% of 310,000 active | AID 743445, 2014 | Histone-lysine N-methyltransferase NSD2 (Homo sapiens), O96028 | inhibition, % at 12.5 µM | NSD2 peptide methylation, 120 min; in the data active = inhibition above about 50%
# Active calls of the source: *; · = not tested or not shown; & = joins results of further samples; ! = a repeat was not active.
SMILES,PvdQ acylase,Rtt109 Vps75,SR-BI DiI-HDL act,SR-BI HDL uptake,CAL PDZ FP-1,PfHsp90 yeast 2,MITF act,dFosB activator,CAL PDZ FP-2,NSD2 HMT inh
CCC(=O)Nc1cc2nn(-c3ccc(C)cc3)nc2cc1C,-3,-3,-6,6,-1,5,-58,-9,-3.5,-3
CCOc1ccc(NC(=O)CN(C)C(=O)C(C)Oc2ccc(Cl)cc2)cc1OCC (stereo unspecified),1,19,-45,45,-3,6,-11,-10,-1.0,1
CCC(=O)n1nc(-c2cccnc2)nc1NCc1ccccc1,-16,0,-1,1,6,-20,-15,-6,-0.5,0
O=C(NCCO)C1CCN(S(=O)(=O)c2ccc(F)cc2)CC1,-12,-9,8,-8,-2,0,8,-3,-0.7,3
COc1ccc(NS(=O)(=O)c2c(C)cc(C)cc2C)cn1,5,5,-12,12,5,16,-2,-1,-1.5,1
Cc1ccc(-n2cnc3sc(C)c(C)c3c2=O)cc1,-5,3,-21,21,2,18,70,-11,0.5,1
CC(=O)OC(C(=O)NC1CCCCC1)c1cccc(C)c1 (stereo unspecified),-7,-3,12,-12,1,·,·,-4,0.2,29
COc1ccc(NC(=O)c2cccc3c2C(=O)N(CC2CCCO2)C3)cc1OC (stereo unspecified),-10,5,-39,39,·,4,·,-6,0.0,·
O=C(N/N=C/c1ccc(OC(=O)c2ccccc2)cc1)c1cccnc1,1,-12,6,-6,-7,-4,-3,0,-3.2,-3
CCOc1ccc2oc(C(=O)OCC(=O)N3CCCC(C)C3)c(C)c2c1 (stereo unspecified),4,15,-12,12,0,·,6,-14,0.1,1
CC(C)Cn1c(N)c(C(=O)COC(=O)c2ccccc2Cl)c(=O)n(C)c1=O,-15,11,-49,49,-2,-41,-6,-13,-3.8,-3
C=CCNC(=O)/C(C#N)=C/c1c(N2CCN(c3ccc(OC)cc3)CC2)nc2c(C)cccn2c1=O,-12,11,7,-7,-2,12,-12,-12,-0.3,5
O=C(Cc1ccccc1)NNC(=S)Nc1ccccc1,-5,-9,-3,3,3,-5,9,-2,-0.5,-1
O=C(CSCc1cnn(-c2ccccc2)c1-n1cccc1)N1CCN(Cc2ccccc2)CC1,-14,8,·,·,1,15,-8,-13,-2.1,6
COc1cccc(CNC(=O)C2CC(=O)N(C3CCCCC3)C2)c1 (stereo unspecified),-7,1,-9,9,-1,-49,-1,2,-0.5,0
COc1ccc(CNC(=O)CN(c2ccc(OC)c(Cl)c2)S(=O)(=O)c2ccc(C)cc2)cc1,3,-1,12,-12,2,2,3,-16,-1.8,-3
COc1ccccc1/C=C/C1(C(=O)NC2CCCC2)CC(=O)N1c1ccccc1 (stereo unspecified),-1,1,-4,4,12,-13,-31,-8,-1.3,-1
CCN(CC)C(=O)Oc1ccc2c(c1)O/C(=C\c1ccco1)C2=O,-10,13,19,-19,·,2,40,-20,0.0,5
O=C(Nc1c(C(=O)N2CCCCC2)cnn1-c1ccccc1)c1ccccc1F,-4,-1,15,-15,-1,-10,4,-1,-0.6,41
Cc1ccc2oc(C(=O)N3CCC(O)(c4ccccc4)CC3)c(C)c2c1,-11,1,7,-7,·,-21,12,-3,-0.8,-2
COC(=O)C1(C)NC(c2ccco2)C2C(=O)N(c3ccc(F)cc3)C(=O)C21 (stereo unspecified),-6,-7,17,-17,·,1,4,-2,1.2,0
CC1CCCC(C)N1C(=O)Cc1ccccc1 (stereo unspecified),10,-5,19,-19,-1,2,-4,2,-0.5,-5
COc1ccc(/C=C/C(=O)NC(=S)NNC(=O)c2cccs2)cc1,-9,2,10,-10,·,-13,-20,1,0.4,1
CCC1(C)CN=C(c2ccccc2)NC1 (stereo unspecified),-15,7,4,-4,2,-21,-6,-12,-1.2,-1
COCCNC(=O)/C(C#N)=C\c1ccc(CNS(=O)(=O)c2ccc(C)cc2)o1,-7,9,5,-5,0,0,-5,-2,-2.4,1
# The list goes on:
SMILES,PvdQ acylase,Rtt109 Vps75,SR-BI DiI-HDL act,SR-BI HDL uptake,CAL PDZ FP-1,PfHsp90 yeast 2,MITF act,dFosB activator,CAL PDZ FP-2,NSD2 HMT inh
Cc1ccc(Cl)cc1NS(=O)(=O)c1cc2[nH]c(=O)c(=O)[nH]c2cc1C,3,32,-10,10,10,8,-4,-6,-1.0,-4
Cc1ccc(NC2OC(CO)C(O)C(O)C2O)cc1 (stereo unspecified),-6,0,15,-15,-1,5,-4,2,-1.9,1
c1cnc2c(c1)ccc1cccnc12,0&3,-22&7,18&13,-18&-1,-4&-7,125*!,-61&-78,0&2,-1.6&-0.6,2
CNC(=O)COc1coc(CN2CCN(c3ccccc3OC)CC2)cc1=O,2,-2,17,-17,2,6,2,-1,-0.3,-3
Cc1ccc(Cl)cc1NC(=S)N(C)N,-7,-7,7,-7,-3,-13,10,-4,0.3,-2
CCN(c1ccc(OC)cc1)S(=O)(=O)c1csc(C(=O)N2CCCC2)c1,-5,6,-17,17,-1,7,1,0,-2.2,-12
COCC(=O)N(Cc1nc2sc(C)c(C)c2c(=O)[nH]1)C1CCCCC1,10,-17,4,-4,-1,-10,8,-9,-4.4,1
COc1ccc(C2=CC(=O)CC(c3ccc(F)cc3)C2)cn1 (stereo unspecified),-3,1,-23,23,-6,3,-17,-3,-0.3,·
CC(C)c1nc(SCC(=O)N2CCN(c3ccccc3)CC2)c2c(=O)n(C)c(=O)n(C)c2n1,-1,19,-1,1,7,-4,-1,-6,0.0,·
c1ccc2c(c1)OC(CCCN1CCCCC1)c1ccccc1S2 (stereo unspecified),-3,9,17,-17,-1,2,1,-5,-2.8,20
C=CCNC(=S)Nc1cccc([N+](=O)[O-])c1,-10,-2,8,-8,-1,5,7,-4,-3.3,28
Cc1cc(NC(=O)CSCc2ccc([N+](=O)[O-])cc2)no1,-9,-13,9,-9,-2,12,-4,-7,12,143*
CC1(C)CC(=O)C=C(NC2CCCCCC2)C1,-9,-5,12,-12,-1,-3,-1,-9,-0.7,·
O=C(NCCN1CCCC1)c1ccc(Cn2c(=S)[nH]c3ccc(Br)cc3c2=O)cc1,-8,3,-26,26,-5,5,1,5,-5.1,3
O=C(Nc1ccccc1C(=O)N1CCCC1)c1ccc(Cl)cc1Cl,1,1,-20,20,-3,-3,5,3,0.0,-1
CC(C)CC(=O)NC(=S)Nc1cc(C(F)(F)F)ccc1N1CCOCC1,8,1,-37,37,-3,-11,-1,-8,-0.6,-1
O=C(Nc1cccc([N+](=O)[O-])c1)C1C2/C=C\CCCCC21 (stereo unspecified),-13,-8,-9,9,0,26,8,-1,-0.2,0
COc1cccc(C(=O)Nc2c3c(nn2-c2cccc(C)c2C)CS(=O)C3)c1OC (stereo unspecified),-14,·,14,-14,-4,2,4,0,-4.0,·
Cc1ccc(O)c(N=Nc2ccc(S(=O)(=O)N3CCOCC3)cc2)c1,9,1,10,-10,6,-29,1,-6,0.9,1
CCOC(=O)COn1c(=O)c(-c2ccc(Cl)cc2)[n+]([O-])c2ccccc21,4,-1,20,-20,-4,·,35,-3,-0.3,0
CCOc1ccccc1C(=O)N1c2ccccc2Sc2ccccc21,-4,5,-40,40,-4,-3,-13,-8,0.2,-2
CC(=O)c1cccc(N(C(=O)c2ccco2)C(C(=O)NC2CCCCC2)c2ccc(C)o2)c1 (stereo unspecified),-10,4,2,-2,·,-9,8,-9,-0.4,4
O=S(=O)(c1ccc2c(c1)OCCO2)N1CCN(c2cccc(Cl)c2)CC1,-12,2,-20,20,·,22,2,1,-0.2,0
Cc1cc2cc(NC(=O)c3ccco3)ccc2[nH]1,-1,-4,4,-4,-5,-7,39,-4,-0.3,2
CCn1c(C(=O)O)c(S(=O)(=O)c2ccc(Cl)cc2)c2ccccc21,-19,4,10,-10,-7,-30,4,-2,-1.1,-1
# Next compounds
SMILES,PvdQ acylase,Rtt109 Vps75,SR-BI DiI-HDL act,SR-BI HDL uptake,CAL PDZ FP-1,PfHsp90 yeast 2,MITF act,dFosB activator,CAL PDZ FP-2,NSD2 HMT inh
CC(C)(C)c1ccc(C(CC(=O)O)NS(=O)(=O)Cc2ccccc2)cc1 (stereo unspecified),-9,-4,-8,8,-5,-43,-5,-9,·,5
COc1cc2c(cc1OC)C(c1cc(OC)c(OC)c(OC)c1)C1(O)C(=O)OCC1(O)C2 (stereo unspecified),-17,-11,-1,1,18,3,-5,-3,1.0,1
O=C(c1ccco1)N1CCN(S(=O)(=O)c2ccc(Br)s2)CC1,1,-5,7,-7,-1,-4,4,7,0.2,0
O=C(Nc1nc2ccccc2s1)C1CCN(S(=O)(=O)c2cc([N+](=O)[O-])ccc2Cl)CC1,-3,2,·,·,3,-15,-50,0,-2.9,1
COc1ccc(F)cc1S(=O)(=O)Nc1cc2c3c(c1)CCN3C(=O)CC2,3,10,18,-18,-2,-24,-12,-3,-2.6,0
Cc1cc(OCC(=O)N(Cc2cccs2)C2CCS(=O)(=O)C2)ccc1Cl (stereo unspecified),-1,-6,6,-6,·,-36,8,-18,-0.7,·
CC(C)(C)NC(=O)C(c1ccc(O)cc1)N(Cc1ccccc1)C(=O)CCC(=O)Nc1nccs1 (stereo unspecified),2,-6,7,-7,1,-31,-3,-4,-2.4,2
O=C(Oc1ccc(C(=S)N2CCOCC2)cc1)c1cccc(Cl)c1,-14,-2,8,-8,·,-4,·,-13,0.1,2
C/C(Cl)=C/Cn1c(=O)c2c(nc(Br)n2Cc2ccccc2)n(C)c1=O,-17,-4,-6,6,-1,·,-1,-12,-1.3,·
S=c1nc(-c2ccc(Cl)cc2)[nH][nH]1,-5,14,-20,20,8,-9,14,5,0.5,-1

# Structures from the list above that contain bromine:
SMILES,PvdQ acylase,Rtt109 Vps75,SR-BI DiI-HDL act,SR-BI HDL uptake,CAL PDZ FP-1,PfHsp90 yeast 2,MITF act,dFosB activator,CAL PDZ FP-2,NSD2 HMT inh
O=C(NCCN1CCCC1)c1ccc(Cn2c(=S)[nH]c3ccc(Br)cc3c2=O)cc1,-8,3,-26,26,-5,5,1,5,-5.1,3
O=C(c1ccco1)N1CCN(S(=O)(=O)c2ccc(Br)s2)CC1,1,-5,7,-7,-1,-4,4,7,0.2,0
C/C(Cl)=C/Cn1c(=O)c2c(nc(Br)n2Cc2ccccc2)n(C)c1=O,-17,-4,-6,6,-1,·,-1,-12,-1.3,·
